High-throughput results from PubChem BioAssay.
GAA glycogen: GAA glycogen-cleavage inhibition or activation | 0.38% of 300,000 active | AID 2100 | P10253 | Potency, µM (doses to about 76.4 µM), for inactives: at the highest dose activity change, negative = inhibition, most hits filed as inhibitors | recombinant GAA, glycogen substrate, Amplex Red glucose oxidase fluorescence; active = well fitted inhibition curve with a large enough effect; inconclusive = small, poorly fitted or top-dose-only effect, or another doubt; inactive = no such curve, though single readings can be large or run the other way;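 also: 0% = full enzyme reaction and -100% = no-enzyme basal signal; the screen sought inhibitors and activators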
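Recombinant human enzyme (4 nM); glycogen substrate; 37 C, 40 min, pH 5.0. Readout: coupled glucose oxidase/Amplex Red fluorescence.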
Active calls of the source: *; u = inconclusive; [ ] = another dose, or the depositor's remark. Potency is read from the fitted curve at half-maximal effect.

mol,GAA glycogen
Cc1ccccc1C(=O)Nc1nnc(SCC(=O)NCc2ccco2)s1,4%[76.3 µM]
Cc1nnc(SC(C)C(=O)Nc2sc3c(c2C#N)CCCC3)[nH]c1=O (centres undefined),5%
Cc1ccc(OCc2cccc(S(=O)(=O)N(C)C)c2)c([N+](=O)[O-])n1,-7%
O=C(c1ccc2c(=O)n3c(nc2c1)CCCCC3)N1CCCCC1,-12%[76.3 µM]
CC1CCCCN1CCCNc1ccc(C(CC(N)=O)NC(=O)Cc2cccc3ccccc23)cc1[N+](=O)[O-] (centres undefined),u
COc1ccc(OCc2ccc(/C=N\NC(=O)c3sccc3C)o2)cc1,1%[76.3 µM]
O=C(NCCc1ccccc1)c1ccc2[nH]c(=O)c(=O)[nH]c2c1,-3%[76.3 µM]
CN(C)C(CNC(=O)c1ccc(C2SCCS2)cc1)c1ccccc1 (centres undefined),-8%
COc1cc(S(=O)(=O)Nc2cccc3cn[nH]c23)c(OC)cc1Cl,-16%[76.3 µM]
CS(=O)(=O)N1CCC(C(=O)Nc2cccc(F)c2)CC1,-1%[76.3 µM]
Cc1cc(NC(=O)COC(=O)CCS(=O)(=O)c2cc(Cl)ccc2Cl)no1,7%[76.3 µM]
COCCn1c(=O)[nH]c2cc(C(=O)Nc3nnc(C)s3)ccc21,-6%
CN(C)c1ccc(/C=C(\NC(=O)c2ccccc2)C(=O)NCCCN2CCOCC2)cc1,-8%[76.3 µM]
CC(C)(C)CN1CCN(Cc2nc(-c3ccc(F)cc3)cs2)CC1CCO (centres undefined),-9%[76.3 µM]
CC(C)C(=O)N1CCN(c2ccccc2NC(=O)COc2ccc(C3CCCCC3)cc2)CC1,-6%[76.3 µM]
O=C(NCC1CCCC(CNC(=O)Nc2ccc(Cl)cn2)C1)Nc1ccc(Cl)cn1 (centres undefined),3%[76.3 µM]
CC(C)CNC(=O)C1CCN(CC2CCCCC2)CC1,14%[76.3 µM]
O=c1oc2cc(O)ccc2cc1-c1ccccc1,-2%[76.3 µM]
COc1ccccc1N1C(=O)c2ccc(C(=O)Nc3ccc(F)cc3)cc2C1=O,0%
O=C(NC1CC1)c1c(O)c2ccccc2[nH]c1=O,1%
CC(=O)N(c1ccc(N(C(C)=O)S(=O)(=O)c2ccccc2)cc1)S(=O)(=O)c1ccccc1,3%
COC(=O)N/N=C\c1ccccc1OC/C=C/c1ccccc1,-13%[76.3 µM]
COc1cccc(C(=O)/C=C2\NCCc3cc(OC)c(OC)cc32)c1,-6%
COc1cccc(-c2noc(C3CCCN(C(=O)c4ccc(F)cc4F)C3)n2)c1 (centres undefined),-3%[76.3 µM]
COc1ccc(S(=O)(=O)N2CCN(Cc3ccccc3)CC2)cc1OC,1%[76.3 µM]
CCn1c(C(=O)N2CCC(C(=O)NCc3ccc(OC)cc3)CC2)cc2sccc21,2%[76.3 µM]
CCC(C)[C@H](NC(=O)[C@H](Cc1ccccc1)n1c(=O)[nH]c2ccccc2c1=O)C(=O)N1CCC(C(=O)O)CC1 (some centres undefined),-2%[76.3 µM]
CC1(C)OC(C)(C)/C(=C\c2ccccc2[N+](=O)[O-])C1=O,2%
COc1cc2ncnc(NCc3ccc4c(c3)OCO4)c2cc1OC,1%
COc1ccc(C(=O)Nc2ccc3ccccc3c2)c(OC)c1,1%[76.3 µM]
O=C(Nc1ccncc1)Nc1cccc(F)c1,-8%[76.3 µM]
Cc1cc(C)cc(NC(=O)c2cccc(N3C(=O)C4C5C=CC(C5)C4C3=O)c2)c1 (centres undefined),2%[76.3 µM]
COc1ccc(NC(=O)C/C(C)=N/NC(=O)c2cnccn2)cc1Cl,1%[76.3 µM]
CCOc1ccc(N(C(=O)CNC(=O)c2ccco2)C(C(=O)NC2CCCC2)c2ccco2)cc1 (centres undefined),-5%[76.3 µM]
Cc1ccc(NC(=O)c2cnn(-c3ccccc3)c2C)c(C)c1,12%[76.3 µM]
COc1ccc(S(=O)(=O)N2CCN(Cc3cccc(OC)c3)CC2)cc1,5%[76.3 µM]
CCOc1ccc(NC(=O)CCn2ccnc2)cc1,3%
N#Cc1ccc(Cn2c(=O)oc3ccccc32)cc1,1%
CSCc1ccc(C(=O)NC(C)c2cnn(-c3ccccn3)c2C)o1 (centres undefined),-11%[76.3 µM]
Cc1cc(NC(=O)CC(C)C)c(=O)n(Cc2c(F)cccc2Cl)c1,-5%[76.3 µM]
O=C(CCC(=O)N1CCSc2ccccc21)NCCc1ccccc1,-12%[76.3 µM]
Cc1ccc(C(=O)N/C(=C\c2cccc([N+](=O)[O-])c2)C(=O)Nc2cccc(C(=O)O)c2)cc1,0%[76.3 µM]
CCCCc1cc(=O)oc2cc(OCC(=O)N3CCC(C(=O)O)(c4ccccc4)CC3)ccc12,14%[76.3 µM]
CCCCCCCOc1ccc(C2CC(=O)N(C)C2=O)cc1 (centres undefined),3%[76.3 µM]
COc1cccc(C(=O)NCCNC(=O)c2ccco2)c1,4%
CCOc1ccc(S(=O)(=O)NC(C)C(=O)NCc2cccnc2)cc1 (centres undefined),2%
OCCNCc1c(OCc2ccc(Cl)cc2)ccc2ccccc12,-1%
CN(C(=O)c1ccc(F)cc1)c1ccccc1C(=O)NCc1ccccc1,4%[76.3 µM]

3 structures already listed, sorted by length of the SMILES, descending:
mol,GAA glycogen
CCCCc1cc(=O)oc2cc(OCC(=O)N3CCC(C(=O)O)(c4ccccc4)CC3)ccc12,14%[76.3 µM]
Cc1cc(NC(=O)CC(C)C)c(=O)n(Cc2c(F)cccc2Cl)c1,-5%[76.3 µM]
CCCCCCCOc1ccc(C2CC(=O)N(C)C2=O)cc1 (centres undefined),3%[76.3 µM]

(list continues)
mol,GAA glycogen
O=C(COC(=O)c1ccc(OC(F)F)cc1)NCCNC(=O)COC(=O)c1ccc(OC(F)F)cc1,1%[76.3 µM]
CCCCc1cc(=O)oc2cc(OCC(=O)NCCN3CCOCC3)c(Cl)cc12,2%[76.3 µM]
O=C(CCNC(=O)N1CCn2c1nc1ccccc12)NCc1ccc(F)cc1,-2%[76.3 µM]
CCOc1ccc(N/C(N)=N/c2nc(C)c(C)c(=O)[nH]2)cc1,2%
CNc1nc(C)c([N+](=O)[O-])c(Nc2ccc(OC)cc2)n1,9%[76.3 µM]
COCCCNC(=O)N1c2ccccc2Sc2ccccc21,2%[76.3 µM]
Cc1cccc(-n2c(C)nc3cc(C(=O)N4CCOCC4)ccc32)c1,6%[76.3 µM]
COc1cc(CNc2ccc3[nH]c(=O)[nH]c3c2)ccc1OCc1c(F)cccc1Cl,u
CCOc1cccc(CNCc2ccncc2)c1,-9%[76.3 µM]
COc1ccc(N(C)C(=O)c2cn(CC(C)C)c(=O)c3cc(OC)c(OC)cc23)c(OC)c1,-1%
C#CC1(NC(=O)NS(=O)(=O)c2ccc(C)cc2)CCCCC1,1%
COc1ccc(C2c3ccc4ccccc4c3Oc3ncn(CCO)c(=N)c32)cc1OC (centres undefined),0%

Some of the entries above, reformatted:
structure: O=C(CCNC(=O)N1CCn2c1nc1ccccc12)NCc1ccc(F)cc1
  GAA glycogen = -2%[76.3 µM]
structure: COc1cc(CNc2ccc3[nH]c(=O)[nH]c3c2)ccc1OCc1c(F)cccc1Cl
  GAA glycogen = u
structure: O=C(NCC1CCCC(CNC(=O)Nc2ccc(Cl)cn2)C1)Nc1ccc(Cl)cn1 (centres undefined)
  GAA glycogen = 3%[76.3 µM]
structure: O=C(NCCc1ccccc1)c1ccc2[nH]c(=O)c(=O)[nH]c2c1
  GAA glycogen = -3%[76.3 µM]

More compounds
mol,GAA glycogen
CCN(CC)c1ccc(S(=O)(=O)N2CCOCC2)cc1NC(=O)CN1C(=O)NC2(CCCC2)C1=O,-7%[76.3 µM]
COc1cc(/C=C(\C#N)C(=O)Nc2cccc(C(=O)O)c2)ccc1OCc1ccc(Cl)cc1,-4%
COc1ccccc1C(=O)NNC(=O)c1ccc(Br)cc1,10%[76.3 µM]
O=C(COC(=O)CSc1ccc([N+](=O)[O-])cc1)NCCCc1ccccc1,2%[76.3 µM]
O=C(c1ccc(Cl)c(S(=O)(=O)N2CCCC2)c1)N1CCOCC1,1%[76.3 µM]
CCc1ccc(N(CC(=O)NC2CC2)S(=O)(=O)c2ccc(C)cc2)cc1,0%[76.3 µM]
NNC(=O)c1[nH]c2ccc([N+](=O)[O-])cc2c1-c1ccccc1,1%
CCc1ccc(Nc2nc(N3CCOCC3)nc(N3CCOCC3)n2)cc1,-19%[76.3 µM]
COc1ccc(NC(=O)Cn2c(=O)oc3cc(S(=O)(=O)N4CCCC4)ccc32)c(OC)c1,0%[76.3 µM]
O=C(NCc1nnc(SCC(=O)N2CCCC2)o1)c1cccc(C(F)(F)F)c1,-2%[76.3 µM]
COc1ccccc1NC(=O)NC1(C(=O)NCC2CCCO2)CCCCC1 (centres undefined),-3%[76.3 µM]
Cc1ccc2cc(NC(=O)c3ccccc3C)ccc2n1,-1%
COCc1ccc(C(=O)N2CCCC(Nc3ccc(F)c(F)c3)C2)s1 (centres undefined),-4%[76.3 µM]
COc1cccc(N(CC(=O)NCCSCc2ccco2)S(=O)(=O)c2ccccc2)c1,-5%
COc1cccc(NC(=O)Cn2c3ccc(F)cc3c3nc4n(c(=O)c32)CCS4)c1,-6%[76.3 µM]
CCOC(=O)C1CCN(C(=O)COC(=O)Cc2ccc(Cl)cc2)CC1,3%
COc1ccc(C2=NS(=O)(=O)N(C)C(C(=O)NC3CCCCC3)=C2)cc1,-3%[76.3 µM]
COc1ccc(-n2nnnc2SCC(=O)NC2CCCC2)cc1OC,-8%
COc1ccc(C(=O)N2CCCC(Nc3ccc(F)cc3)C2)c(OC)c1 (centres undefined),u
Cc1ccc(-n2c(SCC(=O)N(C)C)nnc2-c2ccco2)cc1,4%
O=C(Nc1ccc(Cl)cc1)c1cccc(OC(=S)N2CCOCC2)c1,-7%[76.3 µM]
CN(CCOc1ccc(Br)cc1)CC(O)c1ccccc1 (centres undefined),-5%
CSc1ccc(CN(C)C(=O)c2cc3ccccc3o2)cc1,8%
CCc1ccc(NC(=O)CCCN2C(=O)C3CC=CCC3C2=O)cc1 (centres undefined),-5%[76.3 µM]
O=c1cnn(Cc2c(Cl)cccc2Cl)c2ccccc12,-1%[76.3 µM]
Cc1ccnc(NC(=O)CCC(=O)N(CC(=O)NCc2ccc(F)cc2)CC2CCCO2)c1 (centres undefined),-5%
CCCCCCCNC(=O)CN1N=C(c2ccc(C)cc2)CCC1=O,3%
COc1ccc(C(=O)/C=C/c2ccc(OCc3ccccc3)cc2)cc1CSCC(=O)O,-3%[76.3 µM]
CCOC(=O)c1ccc(S(=O)(=O)N2CCN(c3ccccn3)CC2)cc1,-2%[76.3 µM]
Cc1ccc(C)c(Oc2cc(NN3CCCCC3)c([N+](=O)[O-])cc2[N+](=O)[O-])c1,-3%[76.3 µM]
Cc1cc(Cl)c2oc(C(=O)N(C)CCCCN3CCOCC3)c(C)c2c1,-18%[76.3 µM]
O=C(NCc1n[nH]c(=S)n1-c1cccc(C(F)(F)F)c1)c1ccc(S(=O)(=O)N2CCCCC2)cc1,u
CC(C(=O)NC(c1ccccc1)c1ccccc1)N1CCOCC1 (centres undefined),2%
C=CCNc1nc2c(c(=O)[nH]c(=O)n2C)n1CC(O)COc1ccc2ccccc2c1 (centres undefined),15%[76.3 µM]
CC(C)Cn1c(=O)c(C(=O)NCc2ccc3c(c2)OCO3)c(O)c2ccccc21,-3%
COc1ccc(-c2nc(CS(=O)CC(=O)NC3CCC(C)CC3)c(C)o2)cc1OC (centres undefined),0%[76.3 µM]
COc1ccc(NC2CCCN(C(=O)CCOc3ccccc3)C2)cc1 (centres undefined),-3%[76.3 µM]
CCOc1cccc2sc(N(CCN(C)C)C(=O)c3ccc4c(c3)OCCO4)nc12,0%[76.3 µM]
CCC1CN(C(=O)N2CCC(C(=O)NCCc3ccc(OC)cc3OC)CC2)c2ccccc2O1 (centres undefined),-6%[76.3 µM]
O=C(CNC(=O)c1cncc(Br)c1)Nc1ccc(F)c(F)c1F,-8%
O=C(O)c1cccc(N2C(=O)CSC2=S)c1,1%
COc1ccc(CCNC(=O)C2CCCN(S(C)(=O)=O)C2)cc1 (centres undefined),-4%[76.3 µM]
Cc1cnc(CNC(=O)c2ccc3oc(C(C)C)nc3c2)[nH]1,-6%[76.3 µM]
Cc1ccc2nc3c(nc2c1C)CCCC3,-2%
O=C(NCCCN1CCCCC1)C1CCC(CNS(=O)(=O)c2cccc3nsnc23)CC1 (centres undefined),-3%[76.3 µM]
CC(C)NC(=NCc1ccc(Cl)cc1Cl)Nc1ccccc1,-1%
Cc1ccc(-c2ocnc2C(=O)Nc2ccccc2C(=O)N2CCCC2)cc1,1%
CCOc1ccc(S(=O)(=O)Nc2nc3ccccc3nc2Cl)cc1,-4%
CCc1cc2ccc(C)c(C)c2nc1SCC(=O)NNC(=O)c1ccco1,4%
COc1cccc(C(=O)Nc2nnc(-c3ccccc3)s2)c1,-2%
Nc1ccc(S(=O)(=O)N2CCc3ccccc32)cc1,-1%[76.3 µM]
O=S(=O)(NC1CCCCC1)c1cccc2nsnc12,-9%
Cc1ccccc1C(OCC(O)CN1CCC(C(N)=O)CC1)c1ccccc1 (centres undefined),6%
COc1cccc(NC(=O)Nc2nc(-c3ccc(OC)c(OC)c3)cs2)c1,5%
CCOc1ccccc1C(=O)NCC(=O)NCCCSc1ccccc1,2%[76.3 µM]

This is a subset; rates above refer to the full screens.
